TCR CD3 inh: human TCR-CD3 binding inhibition. 0.37% of 360,000 active. inhibition, % at 9.4 µM. TAMRA-labeled TCR probe fluorescence, biochemical; in the data active = inhibition above about 19%;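 also: recombinant mutant TCR 2C K166C tagged with TAMRA read by polarization; 0% = receptor in buffer alone and 100% = receptor with positive control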
UHRF1 binding: UHRF1 methyl-DNA binding inhibition; Q96T88; UHRF1 binding to methylated oligo, TR-FRET; inhibition, % at 4.4 µM; 0.75% of 370,000 active; AID 687016; in the data active = inhibition above about 21%;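 also: UHRF1 SRA domain binding a hemimethylated CpG hairpin DNA probe; 0% = median of test compound wells and 100% = reference inhibitor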
PG9 Ab binder: PG9 antibody binding by small molecule | TR-FRET gp120-PG9 antibody binding | inhibition, % at 6.7 µM | 0.43% of 360,000 active; in the data active = inhibition above about 8.5%
LEDGF integ inh: blocks HIV-1 LEDGF/p75-dependent DNA integration; TR-FRET IN-LEDGF/p75 DNA integration, Eu/Cy5; inhibition, % at 3.7 µM; 0.64% of 370,000 active; AID 743269;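 active = inhibition above the screen-wide mean plus 3 SD, cut at about 13% in these data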;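 also: signal is the Cy5 over europium emission ratio at 671 and 618 nm; 0% = plate median of compound wells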
PRMT1 FP inh: PRMT1 (human) inhibition, primary screen; Q99873; recombinant PRMT1, activity-based probe fluorescence polarization; inhibition, % at 2.79 µM; 1.3% of 370,000 active; AID 652257;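 active = inhibition above about 21% made by adding two undisclosed values, limit read from the data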
MBD2 DNA inh: MBD2-methylated oligo binding inhibition; Q9UBB5; 0.31% of 370,000 active; TR-FRET, MBD2 binding to methylated oligonucleotide; inhibition, % at 4.4 µM; in the data active = inhibition above about 13%
Target sequence (Q9UBB5 whole entry, looked up): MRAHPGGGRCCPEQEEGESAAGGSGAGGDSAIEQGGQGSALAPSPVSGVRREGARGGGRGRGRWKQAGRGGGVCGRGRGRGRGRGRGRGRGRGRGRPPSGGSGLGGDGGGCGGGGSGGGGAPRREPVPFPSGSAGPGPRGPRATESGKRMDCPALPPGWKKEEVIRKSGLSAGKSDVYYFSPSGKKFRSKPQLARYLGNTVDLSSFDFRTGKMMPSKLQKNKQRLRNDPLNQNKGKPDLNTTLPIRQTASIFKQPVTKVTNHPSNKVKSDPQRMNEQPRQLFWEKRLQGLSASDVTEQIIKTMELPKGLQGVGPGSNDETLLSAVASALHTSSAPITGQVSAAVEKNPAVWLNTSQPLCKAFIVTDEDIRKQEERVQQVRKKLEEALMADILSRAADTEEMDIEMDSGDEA
HTRA1 inh: inhibitors of human serine peptidase HTRA1. inhibition, % at 5.96 µM. recombinant HTRA1, FP-rhodamine activity-based probe, fluorescence polarization. 0.5% of 340,000 active. AID 504803; in the data active = inhibition above about 36%;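 also: 0% = enzyme with DMSO and 100% = wells lacking enzyme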
Rev-erbA mod: modulates human Rev-erb alpha binding to DNA. P20393. 0.79% of 370,000 active. activity, % at 10 µM. Rev-erbα–FITC-DNA binding, fluorescence polarization, 90 min;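 active = activity above about 14%, limit read from the data; passing the limit was not always enough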;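 also: 0% = DMSO wells with 35 nM protein and 100% = DMSO wells with 750 nM protein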
rCAG binder: binds r(CAG) RNA repeats; r(CAG) RNA repeat, TO-PRO-1 dye displacement fluorescence; inhibition, % at 3 µM; 1.3% of 370,000 active; AID 651821;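 active = inhibition above the plate cutoff, the mean of all test compounds on that plate plus 3 SD, cut at about 35% in these data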;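 also: 0% = DMSO alone and 100% = 100 µM mitoxantrone as full dye displacement; higher means more dye released from RNA so lower well fluorescence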
mABHD4 FP: inhibitors of mouse ABHD4; inhibition, % at 8.92 µM; AID 720543; purified mABHD4, FP-Rh probe fluorescence polarization; Q8VD66; 0.54% of 370,000 active;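 active = inhibition exceeding the mean over every tested compound plus 3 SD, cut at about 30% in these data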;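 also: 0% = plate median of compound wells and 100% = S159A mutant with DMSO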
Target sequence (Q8VD66 whole entry, looked up): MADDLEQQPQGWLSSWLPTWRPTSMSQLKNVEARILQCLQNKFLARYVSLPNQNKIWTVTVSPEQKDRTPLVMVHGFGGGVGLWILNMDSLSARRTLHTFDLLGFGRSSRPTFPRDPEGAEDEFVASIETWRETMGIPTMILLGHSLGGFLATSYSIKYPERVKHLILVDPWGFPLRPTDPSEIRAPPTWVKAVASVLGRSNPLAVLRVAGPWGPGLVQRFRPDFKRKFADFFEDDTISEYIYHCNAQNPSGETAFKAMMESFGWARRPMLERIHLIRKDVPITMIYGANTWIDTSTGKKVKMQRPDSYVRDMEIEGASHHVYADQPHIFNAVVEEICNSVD
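Assay system: Wild-type mouse ABHD4 protein | Medium: HEPES pH 7.0 buffer, 150 mM NaCl, 0.01% Pluronic F-127 | Incubation: Enzyme–compound pre-incubation 45 min, then probe 60 min, both 25 °C | Technique: Fluorescence polarization with parallel and perpendicular emission, 525/598 nm | Evaluation: % inhibition of FP-Rh probe binding versus controls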
Starred values were filed as active, the others as inactive; / = no result given; & = joins results of further samples. An excerpt (hit frequency here may not be typical).

Value order – TCR CD3 inh, UHRF1 binding, PG9 Ab binder, LEDGF integ inh, PRMT1 FP inh, MBD2 DNA inh, HTRA1 inh, Rev-erbA mod, rCAG binder, mABHD4 FP
Cc1c(C(=O)N2CCN(C(=O)c3ccco3)CC2)sc2nc(-c3ccc(F)cc3)cn12
    0, -3, 0.7, -1, 3, 2, -3, -6, 4, 2
CCOc1ccccc1NC(=O)CCC(=O)Nc1ccccc1OCC
    0, 2, -1.4, 4, 2, 3, -5, 4, -1, -4
Cc1cnc(C(=O)Nc2ccc(C(C)C)cc2)cn1
    2, -1, -1.4, -4, 2, 5, -6, -3, -5, 6
N#Cc1nc(-c2ccc(Cl)cc2)oc1N1CCCCC1
    3, 0, 0.1, -1, -4, -2, -20, -7, 1, 1
O=C(NCc1ccncc1)C(=O)NCC1OCCN1S(=O)(=O)c1ccc(F)cc1 (stereo unspecified)
    2, -2, -3.2, 1, 0, 1, -4, 2, 3, 2
CCOc1cc(NC(=O)c2ccccn2)c(OCC)cc1NC(=O)c1ccc(Cl)cc1
    8, -1, -1.3, 4, 0, -1, -2, 4, -2, -5
Cc1ccc(C)c(N2CCN(C(C(=O)NC3CCCC3)C(C)C)CC2)c1 (stereo unspecified)
    -1, 8, 1.1, 2, 7, 5, /, 1, 1, -2
COc1ccc(NC(=O)c2ccco2)cc1NC(=O)COc1ccccc1[N+](=O)[O-]
    7, 0, 0.0, -1, 1, 2, -1, -7, -1, 1
CCOC(=O)c1c(-c2cccc(C)c2)csc1NC(=O)c1c(-c2ccccc2)noc1C
    7, 0, -1.9, -1, -1, 2, -20, 17, 5, -8
CC(C)Oc1ccc(CCc2nnc(SCC(=O)O)n2-c2ccccc2)cc1
    3, 0, -3.0, 6, 1, 5, 3, 1, 16, -8
O=C(Cn1cnc2c(cnn2-c2ccc(F)cc2)c1=O)N1CCN(c2ccccc2)CC1
    -8, -1, 1.3, -1, 2, -1, 2, 0, 2, 6
COc1ccc(-c2nc(C#N)c(NCCCN(C)C)o2)cc1OC
    -16, 9, -1.0, 1, -1, 0, -3, -6, 0, -8
COC(=O)C(C)Sc1ncnc2c1nnn2-c1ccc(F)cc1 (stereo unspecified)
    8, -4, 0.5, -2, 0, 2, -9, 0, -3, -5
C[C@@H]1CN([C@@H](C)CO)C(=O)Cc2cc(NC(=O)Nc3cccc4ccccc34)ccc2O[C@@H]1CN(C)Cc1ccc(C(F)(F)F)cc1
    11, -2, -0.8, -3, 2, -6, -69, -3, 10, -45
COCOc1ccc(-c2cc(=O)c3c(O)cc(OCOC)cc3o2)cc1
    4, -3, 0.1, 2, -6, -2, 2, -5, -2, -2
COc1ccccc1N(C(=O)CNC(=O)c1ccco1)C(C(=O)NC1CCCC1)c1ccncc1 (stereo unspecified)
    3, -2, -0.9, 2, -2, 3, 2, 5, -8, -7
O=C(N/N=C/c1ccc(-c2ccccc2[N+](=O)[O-])o1)[C@H]1C[C@@H]1c1ccccc1
    -1, -6, 0.2, -2, 2, -3, -6, 3, 10, 5
CCO[C@@H]1c2c(ccc3ccc(=O)oc23)OC(C)(C)[C@@H]1O
    6, -1, 1.0, 1, -3, -6, -5, 2, 0, 5
NC(=O)/C(=N\O)c1ccccc1
    8, -2, -0.8, 3, 0, 0, 8, 0, -2, -3
CCCn1cnc2c(SCc3ccccn3)nc(N)nc21
    0, 8, 0.4, 1, 7, 3, 6, 6, 2, -9
Cc1ccc(OCCn2cc(/C=C(\C#N)C(=O)NCC3CCCO3)c3ccccc32)cc1C (stereo unspecified)
    5, 0, -1.6, 1, 2, -8, -53, 4, 7, -12
Nc1nnnn1CC(=O)N/N=C/c1ccccn1
    -5, 0, -1.1, 4, -8, 3, /, -2, 1, 0
O=C1CN(C(=O)CSc2nc(-c3ccc(Cl)cc3)cs2)c2ccccc2N1
    -8, 5, -2.2, -4, 5, 4, -55, -1, 9, -20
CC(C)C[C@H]1CN(CCCC[C@@H]2CNC(=O)C(=O)N2Cc2ccccc2)C(=O)C(=O)N1CCC1CCCCC1
    6, 20, 0.1, -2, -1, 4, /, 3, -1, 3
COc1ccc(COC(=O)N/N=C(\C)CC(=O)NCc2ccc(Cl)cc2)cc1
    7, 0, -2.4, -1, -2, 0, -2, 1, -1, -6
CC(=O)OC1c2c(ccc3ccc(=O)oc23)OC(C)(C)C1OC(=O)CC(C)C (stereo unspecified)
    -6, 2, -1.2, -6, 1, 3, -11, 9, -5, -9
COc1ccc(N=C2SC(C(=O)Nc3ccc(OC)cc3)CC(=O)N2CCN2CCOCC2)cc1 (stereo unspecified)
    -2, -1, -1.5, 0, 1, -5, -5, 1, 5, -1
OC(c1ccccc1)(c1ccccc1)C1CCN(CCCOc2ccc(F)cc2)CC1
    0, -3&3, -1.6, -2&4, 0&4, 3&6, /, 12&8, 0, 9&0
NC(=O)CC(NC(=O)c1ccccc1)c1ccc(NCCCN2CCCC2=O)c([N+](=O)[O-])c1 (stereo unspecified)
    7, -9, -4.9, 2, -1, -11, 3, -1, 4, 5
CCOC(=O)c1ccc(N2C(=O)CC(N3CCOCC3)C2=O)cc1 (stereo unspecified)
    7, 0, 0.2, 4, 7, 1, -3, 1, 0, -9

Some of the entries so far, with each value named:
CC(=O)OC1c2c(ccc3ccc(=O)oc23)OC(C)(C)C1OC(=O)CC(C)C (stereo unspecified)
  TCR CD3 inh: -6	UHRF1 binding: 2	PG9 Ab binder: -1.2	LEDGF integ inh: -6	PRMT1 FP inh: 1	MBD2 DNA inh: 3	HTRA1 inh: -11	Rev-erbA mod: 9	rCAG binder: -5	mABHD4 FP: -9

Cc1ccc(C)c(N2CCN(C(C(=O)NC3CCCC3)C(C)C)CC2)c1 (stereo unspecified)
  TCR CD3 inh: -1	UHRF1 binding: 8	PG9 Ab binder: 1.1	LEDGF integ inh: 2	PRMT1 FP inh: 7	MBD2 DNA inh: 5	HTRA1 inh: /	Rev-erbA mod: 1	rCAG binder: 1	mABHD4 FP: -2

OC(c1ccccc1)(c1ccccc1)C1CCN(CCCOc2ccc(F)cc2)CC1
  TCR CD3 inh: 0	UHRF1 binding: -3&3	PG9 Ab binder: -1.6	LEDGF integ inh: -2&4	PRMT1 FP inh: 0&4	MBD2 DNA inh: 3&6	HTRA1 inh: /	Rev-erbA mod: 12&8	rCAG binder: 0	mABHD4 FP: 9&0

Continued:
Value order – TCR CD3 inh, UHRF1 binding, PG9 Ab binder, LEDGF integ inh, PRMT1 FP inh, MBD2 DNA inh, HTRA1 inh, Rev-erbA mod, rCAG binder, mABHD4 FP
CCOC(=O)CSC1=Nc2ccccc2C2=NC(CC(=O)NCc3ccc(OC)cc3)C(=O)N12 (stereo unspecified)
    -1, -2, -0.5, 1, -1, 4, -2, -3, 1, 1
COc1ccc(S(=O)(=O)NC(C)C(=O)N2CCCC2)cc1C (stereo unspecified)
    -1, 1, -0.4, -2, 2, 4, -3, -1, 3, -2
COc1ccc(-n2c(Cn3nc(C(F)(F)F)cc3C)n[nH]c2=S)cc1
    -7, -1, -0.7, 5, 2, -1, 3, -3, 1, 5
COC(=O)c1cccc(CN2C(=O)C(C)Sc3cc(Cl)ccc32)c1 (stereo unspecified)
    3, 8, -4.1, -3, 2, 6, /, 7, 4, -7
CCOc1ccc(S(=O)(=O)N(CC(=O)NN=C2CCN(C)CC2)c2ccc(C)cc2)cc1
    10, -3, -1.3, -3, -2, -2, -4, 0, 2, 5
CN1CCN(S(=O)(=O)c2ccc(N3CCN(S(=O)(=O)c4cccs4)CC3)nc2)CC1
    -5, 4, -3.4, -6, 4, 3, 5, 0, -1, 6
O=C(c1ccc(-n2cccn2)cc1)N1CCc2ccccc2C1
    4, -1, 0.3, 3, -4, 7, -2, 5, -4, -4
Cc1cccc(OCC(=O)NNC(=O)CCc2ccccc2)c1
    -8, 1, 0.7, 2, 6, 3, 5, -4, -3, -4
CN(c1ccc(Br)cc1)S(=O)(=O)c1ccc2[nH]cc(C(=O)NCCN3CCOCC3)c(=O)c2c1
    5, -2, -0.8, 0, -2, 1, -3, -4, 9, 0
CCOc1ccc(CCNC(=O)CCC(=O)N2CCOc3ccccc32)cc1OCC
    -11, -3, 0.7, 3, -1, -6, -1, 1, -2, 5
Cc1ccc(-n2[nH]c(C)c(/C=N/c3ccccn3)c2=O)cc1
    -3, -12, 0.7, 0, 0, 0, -6, -3, 2, 1
CC(C)CCn1c(=O)c2ccccc2n2c(CCl)nnc12
    -2, -1, 0.7, -6, 6, -6, 0, 5, -5, 1
CCc1cc2cc(C)cc(C)c2nc1Cl
    -7, 5, 2.4, -7, 1, -1, -6, -2, -1, 6
COc1ccc(C(CNC(=O)c2cccn2C)N2CCOCC2)cc1 (stereo unspecified)
    -7, 0, -3.7, -1, 2, -4, 8, 10, 1, -6
CCc1ccccc1NC(=S)NC1CC2CCC(C1)N2Cc1ccco1 (stereo unspecified)
    -2, 1, -2.1, -1, 2, -2, 2, 2, -4, 6
Cc1ccc(CN2C(=O)CCC2C(=O)NCc2ccc(F)cc2)cc1 (stereo unspecified)
    -4, 0, -1.1, 5, 0, 2, 1, 7, 0, 0
O=C1C=C(N2CCCCCC2)C2(CCCCC2)O1
    0, 1, -1.1, 1, -3, -1, 0, 0, 0, 0
Cc1ccc(-c2csc(NC(=O)COC(=O)c3cccc(S(=O)(=O)N4CCOCC4)c3)n2)cc1
    3, 15, -0.9, 1, 1, 1, /, -2, 6, -2
O=C(CNCc1cccnc1)Nc1cc(C(F)(F)F)ccc1N1CCOCC1
    1, 2, -0.4, 0, -3, -2, 8, -1, -4, 21
COc1ccc(-c2c(C#Cc3ccsc3)c3cc(Br)ccc3n2C)cc1
    -3, -3, 1.7, -1, -2, 3, -4, 1, 5, 7
CCOC(=O)Nc1ccc(OCc2nnc3c4ccccc4c(C)nn23)cc1
    3, -6, -0.7, 1, -1, 2, 1, -12, -4, -5
O=C(Nc1ccc(S(=O)(=O)N2CCOCC2)cc1)C1CC(=O)N(c2ccc(F)cc2)C1 (stereo unspecified)
    5, 1, 1.1, 4, -2, -6, -1, 3, 4, 3
CCOc1cc(CN2CCCCC2)ccc1OC
    -1, 0, -3.0, 1, 4, -7, 1, 3, 4, -1
COc1ccc(C(=O)c2c[nH]c(C(=O)NCC3CCCO3)c2)cc1 (stereo unspecified)
    0, 0, -0.2, 3, 0, -1, 7, 5, -5, 5
Cc1[nH]c(=S)[nH]c(=O)c1CCC1OCCO1
    3, 2, -1.4, -3, 5, 4, 1, -1, -1, 2
CN1C(=O)/C(=C/c2ccc(-c3ccccc3[N+](=O)[O-])o2)SC1=Nc1ccc(Cl)c(C(=O)O)c1
    8, -1, -0.4, 2, 11, -5, 10, -3, 43*, 17

From PubChem
